# HTR1E antagonist = antagonists of human 5-HT1E serotonin receptor | AID 571 | actives 0.99% (n = 65,000) | P28566 | inhibition, % at 6 µM | CHO 5-HT1E Ga15 NFAT-bla reporter, FRET, antagonist;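 active means inhibition above a set limit, the mean inhibition across every tested compound plus 3 SD, cut at about 29% in these data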;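 further: signal is the 460 over 535 nm emission ratio of beta-lactamase substrate; 0% = agonist plus DMSO wells and 100% = wells without agonist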
# Target sequence (P28566 whole entry, looked up): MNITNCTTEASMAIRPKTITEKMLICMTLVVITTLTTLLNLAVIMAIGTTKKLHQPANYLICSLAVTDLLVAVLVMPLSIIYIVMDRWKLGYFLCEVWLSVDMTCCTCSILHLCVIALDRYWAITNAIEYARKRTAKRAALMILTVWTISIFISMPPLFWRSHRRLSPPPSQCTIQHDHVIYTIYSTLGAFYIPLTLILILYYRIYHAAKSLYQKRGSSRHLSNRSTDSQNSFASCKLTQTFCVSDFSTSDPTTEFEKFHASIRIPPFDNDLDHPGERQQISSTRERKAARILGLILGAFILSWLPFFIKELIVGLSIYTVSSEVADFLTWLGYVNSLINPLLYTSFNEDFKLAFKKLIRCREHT
# 5HT1E ag = agonists of human 5-HT1E serotonin receptor; P28566; CHO 5-HT1E Ga15 NFAT-bla reporter, FRET; 0% DMSO wells, 100% control agonist wells; activation, % at 6 µM; actives 0.69% (n = 65,000);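 active means activation above a set limit, the screen-wide mean activation plus 3 SD, cut at about 8.5% in these data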;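 further: 100% = positive control agonist at 1 µM giving full maximal response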
# Jurkat tox 60K = cytotoxic compounds reducing Jurkat cell viability; actives 1.2% (n = 56,000); Jurkat E6.1 viability, ATP luminescence, 48 h; inhibition, % at 4 µM; AID 463;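 active means inhibition above the mean inhibition of all tested compounds plus 3 SD, cut at about 28% in these data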
# Her2 expr inh = inhibitors of human Her2 kinase expression; P04626; actives 0.69% (n = 65,000); SKBR-3 HER2 protein level, AlphaScreen, 18-24 h; hits give low values; HER2 level % of control, % at 10 µM;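 active means HER2 level under 5% of the carrier-only control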;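 further: 100% = DMSO carrier and 0% = 500 nM PU-H71 HSP90 inhibitor; lower value means stronger loss of Her2 protein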
# S1P3 agonist = agonists of human S1P3 receptor; activation, % at 4.5 µM; actives 0.1% (n = 60,000); AID 373; S1P3 NFAT-BLA reporter cells, agonism, FRET ratio; relative to 1 µM S1P, basal subtracted; Q99500;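 active means activation above the screen-wide mean plus 3 SD, cut at about 4.5% in these data, passing the limit was not always enough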; further: some compounds called inactive have numbers as strong as hits
#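 Assay system: CHO cells stably expressing human S1P3, Gα16 and NFAT-β-lactamase reporter. Timing: overnight plating, 4 h compound 37 °C, 2 h substrate RT. Signal: β-lactamase FRET emission ratio 460/535 nm. Measure: percent activation versus median 1 µM S1P response, basal-subtracted, per plate. Repeats: primary screen single test, confirmation screen in triplicate.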
# HEK293 NFkB inh = lowers PMA/ionomycin-induced NF-kB signal in HEK293 cells; inhibition, % at 3 µM; HEK-293 NF-kB luciferase reporter, luminescence; actives 0.21% (n = 62,000);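 active means inhibition above the mean of all tested compounds plus 3 SD, cut at about 40% in these data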;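 further: 0% = stimulated DMSO wells and 100% = 10 µM reference inhibitor 5653914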
#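 Reagent: PMA plus ionomycin mix as NF-kB-activating stimulus. Assay system: NF-kB luciferase reporter HEK-293 cells. Technique: luminescence from luciferase substrate reagent. Incubation: 1 h compound pre-incubation, 16 h PMA/ionomycin at 37 °C. Benchmarks: DMSO only as uninhibited control, 10 µM reference inhibitor as full inhibition. Repeats: tested once.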
# S1P1 ag pot = activates or potentiates agonism at human S1P1 receptor. P21453. S1P1 CRE-bla cells, forskolin, beta-lactamase FRET, potentiator mode; S1P1 agonist co-added at EC20, 2 nM; 100% = saturating reference agonist, 0% = basal. activation, % at 9.5 µM. actives 0.57% (n = 56,000);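 active means activation above a cutoff set at the mean activation of all tested compounds plus 3 SD, cut at about 54% in these data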;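 further: forskolin at 4 µM as EC80 and the EC20 agonist is SEW2871; 100% = SEW2871 at its EC100 plus forskolin at EC80; some compounds past the cut are filed as inactive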
# Target sequence (P21453 whole entry, looked up): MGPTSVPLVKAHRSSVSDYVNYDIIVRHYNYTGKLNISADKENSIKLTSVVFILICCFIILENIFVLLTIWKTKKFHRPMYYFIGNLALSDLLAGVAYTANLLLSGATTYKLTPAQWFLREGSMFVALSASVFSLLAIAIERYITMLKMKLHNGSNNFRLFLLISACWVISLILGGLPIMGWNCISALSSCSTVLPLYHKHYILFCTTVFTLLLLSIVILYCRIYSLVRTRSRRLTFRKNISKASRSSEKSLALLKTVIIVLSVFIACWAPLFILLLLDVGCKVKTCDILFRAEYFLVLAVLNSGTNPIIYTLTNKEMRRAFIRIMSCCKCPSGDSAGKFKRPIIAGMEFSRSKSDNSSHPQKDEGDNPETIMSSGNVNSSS
# M1 agonist = agonists of M1 muscarinic receptor; CHO-M1 cells, Fluo-4 calcium fluorescence, agonist mode; hits give high values; B-score at 10 µM; actives 3% (n = 64,000); AID 626;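 active means fluorescence rise, raw or as B-score row- and column-corrected plate score, outside the 99.7% band of its plate's samples, either direction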
# M1 antag = antagonists of rat M1 muscarinic receptor; P08482; CHO-M1 cells, Fluo-4 calcium, ACh EC80 antagonist mode; hits give low values; B-score at 10 µM; actives 3.4% (n = 64,000);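 active means calcium fluorescence response, raw or row-and-column corrected B-score, differing from the plate sample mean either way at a set confidence level, mostly lower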
# Active calls of the source: *; · = not tested or not shown. Outcome played no part in choosing rows; 9.2% or so of the library scored in one or more.
nr	canonical_smiles	HTR1E antagonist	5HT1E ag	Jurkat tox 60K	Her2 expr inh	S1P3 agonist	HEK293 NFkB inh	S1P1 ag pot	M1 agonist	M1 antag
1	Cc1ccc(-n2ncc(C#N)c2/N=C/N2CCOCC2)cc1	9	-0.5	0	99	-0.7	5	·	-0.16	1.3
2	CSc1nnc(Cn2c(=O)sc3ccccc32)n1C	0	-0.1	1	64	-0.9	15	0	1.1	0.2
3	COc1ccc(C2=NOC(C(=O)Nc3ccc(C)cc3)C2)cc1OC (centres undefined)	-3	-0.1	-4	103	0.9	-2	-2	0.12	-0.19
4	COc1ccc(OC)c2[nH]c(=O)c(CCNC(=O)c3ccc(Br)o3)cc12	2	-0.5	-6	88	0.0	-6	-16	0.18	-0.17
5	O=C(OCCN1C(=O)c2ccccc2C1=O)c1cccs1	-5	-0.6	-4	79	-0.6	20	·	-0.23	-0.21
6	Nc1nnc(-c2ccccc2Cl)s1	-10	0.3	-5	89	0.0	9	11	0.31	0.25
7	Cc1cc(NC(=O)C2CC2)ncc1NC(=O)C12CC3CC(CC(C3)C1)C2	6	-0.1	·	103	·	26	·	-0.62	0.072
8	O=C(COc1ccc(Cl)cc1)Nc1ccc2oc(-c3ccncc3)nc2c1	-1	0.8	8	95	-1.0	11	4	-0.016	-0.13
9	CCOC(=O)N1CCC(N2Cc3cccc(C(=O)O)c3C2=O)CC1	-6	0.2	-2	82	-1.1	7	-16	1.5	-0.36
10	CCOC(=O)CC(=O)CSc1[nH]c(=O)cc(C)c1C#N	2	-0.1	·	74	-2.2	·	-3	0.42	-0.041
11	OC(COc1ccc(OCc2ccccc2)cc1)CN1CCOCC1 (centres undefined)	6	0.3	2	117	-0.6	1	-12	-1.1	-0.9
12	OC(COc1ccc2ccccc2c1Br)Cn1ccnc1 (centres undefined)	-12	0.1	16	96	-1.4	12	12	-2.7	0.013

# From entry 1 as far as 12, copied from above:
nr	canonical_smiles	HTR1E antagonist	5HT1E ag	Jurkat tox 60K	Her2 expr inh	S1P3 agonist	HEK293 NFkB inh	S1P1 ag pot	M1 agonist	M1 antag
1	Cc1ccc(-n2ncc(C#N)c2/N=C/N2CCOCC2)cc1	9	-0.5	0	99	-0.7	5	·	-0.16	1.3
2	CSc1nnc(Cn2c(=O)sc3ccccc32)n1C	0	-0.1	1	64	-0.9	15	0	1.1	0.2
3	COc1ccc(C2=NOC(C(=O)Nc3ccc(C)cc3)C2)cc1OC (centres undefined)	-3	-0.1	-4	103	0.9	-2	-2	0.12	-0.19
4	COc1ccc(OC)c2[nH]c(=O)c(CCNC(=O)c3ccc(Br)o3)cc12	2	-0.5	-6	88	0.0	-6	-16	0.18	-0.17
5	O=C(OCCN1C(=O)c2ccccc2C1=O)c1cccs1	-5	-0.6	-4	79	-0.6	20	·	-0.23	-0.21
6	Nc1nnc(-c2ccccc2Cl)s1	-10	0.3	-5	89	0.0	9	11	0.31	0.25
7	Cc1cc(NC(=O)C2CC2)ncc1NC(=O)C12CC3CC(CC(C3)C1)C2	6	-0.1	·	103	·	26	·	-0.62	0.072
8	O=C(COc1ccc(Cl)cc1)Nc1ccc2oc(-c3ccncc3)nc2c1	-1	0.8	8	95	-1.0	11	4	-0.016	-0.13
9	CCOC(=O)N1CCC(N2Cc3cccc(C(=O)O)c3C2=O)CC1	-6	0.2	-2	82	-1.1	7	-16	1.5	-0.36
10	CCOC(=O)CC(=O)CSc1[nH]c(=O)cc(C)c1C#N	2	-0.1	·	74	-2.2	·	-3	0.42	-0.041
11	OC(COc1ccc(OCc2ccccc2)cc1)CN1CCOCC1 (centres undefined)	6	0.3	2	117	-0.6	1	-12	-1.1	-0.9
12	OC(COc1ccc2ccccc2c1Br)Cn1ccnc1 (centres undefined)	-12	0.1	16	96	-1.4	12	12	-2.7	0.013

# Three entries from above, ordered by the number in M1 agonist, smallest number first:
cpd | Molecule | HTR1E antagonist | 5HT1E ag | Her2 expr inh | S1P3 agonist | HEK293 NFkB inh | S1P1 ag pot | M1 agonist | M1 antag
11 | OC(COc1ccc(OCc2ccccc2)cc1)CN1CCOCC1 (centres undefined) | 6 | 0.3 | 117 | -0.6 | 1 | -12 | -1.1 | -0.9
7 | Cc1cc(NC(=O)C2CC2)ncc1NC(=O)C12CC3CC(CC(C3)C1)C2 | 6 | -0.1 | 103 | · | 26 | · | -0.62 | 0.072
4 | COc1ccc(OC)c2[nH]c(=O)c(CCNC(=O)c3ccc(Br)o3)cc12 | 2 | -0.5 | 88 | 0.0 | -6 | -16 | 0.18 | -0.17

# Continued:
nr	canonical_smiles	HTR1E antagonist	5HT1E ag	Jurkat tox 60K	Her2 expr inh	S1P3 agonist	HEK293 NFkB inh	S1P1 ag pot	M1 agonist	M1 antag
13	CCCN(Cc1cc2ccc(C)cc2[nH]c1=O)C(=O)c1ccccn1	3	0.4	-6	117	-0.2	4	-7	-0.48	0.5
14	COc1ccc(CCNS(=O)(=O)c2ccc(C3CNC(=O)C3)cc2)cc1OC (centres undefined)	-12	-0.1	-2	93	0.1	17	-7	0.24	0.35
15	CN1CCN(Cc2c(O)ccc3occ(C(=O)c4ccccc4)c23)CC1	-9	0.5	-5	145	0.4	-14	-20	0.087	-0.32
16	Cc1ccc2cc(CN(Cc3cccs3)Cc3nnnn3C(C)(C)C)c3nnnn3c2c1	6	-0.8	-1	142	-0.1	18	-2	-0.74	0.72
17	Cc1noc(C)c1C(=O)NCCCc1ccccc1	-1	-0.9	3	98	-0.7	17	-10	1.5	-0.19
18	O=C(Cn1nc(-c2ccccc2)ccc1=O)NCC1COCCO1 (centres undefined)	-3	-0.3	2	78	0.5	-5	-20	·	·
19	O=C(COc1ccccc1)Nc1nnc(-c2ccc(Cl)s2)o1	10	0.6	2	86	-1.5	1	17	0.93	1.1
20	Brc1ccc(-c2noc(COc3ccc4c(c3)CCC4)n2)o1	0	-0.4	4	84	-1.2	3	17	0.49	0.34
21	COc1cccc2c3c(c(C)nc12)CC(C)O3 (centres undefined)	4	-0.8	4	116	-0.6	-8	·	0.049	0.026
22	COc1cc2c(cc1OC)C(C(=O)NCc1cccnc1)C(c1cccnc1)N(C)C2=O (centres undefined)	9	-0.2	·	121	·	6	·	·	·
23	N#CCCSCc1ccc(C(=O)O)o1	1	-0.3	-4	162	-0.2	20	-23	2.2	0
24	Cc1cc(C)n(C(=O)c2ccc(S(=O)(=O)N3CCCC3)cc2)n1	-3	0.1	5	103	-0.2	18	8	-0.19	-0.28
25	CC(=O)NC(C)C(=O)OCc1ccc(Cl)cc1Cl (centres undefined)	-3	-0.4	10	94	-0.3	21	-66	0.92	-0.013
26	COc1cc(C(=O)OCC(=O)c2cc(C)n(C)c2C)cc(OC)c1OC	5	0.5	42*	78	-0.9	22	-16	-0.2	-0.24
27	Cc1ccc(NC(=O)Cn2cccc2)cc1C	0	-1.0	5	92	-0.2	23	-3	-0.92	-0.18
28	O=C(Cc1c(F)c(F)c(F)c(F)c1F)OC12CC3CC(C1)C(=O)C(C3)C2	-7	0.1	-1	116	0.0	-2	-8	-0.83	-1.7
29	COc1ccccc1-c1cc(C(F)(F)F)nc(S(=O)(=O)CCCC(=O)NC(C)C)n1	48*	4.6	0	-13*	1.0	21	-13	1.8	-0.34
30	CN(c1ccccc1C(=O)NCC1CCCO1)S(C)(=O)=O (centres undefined)	1	0.0	-10	·	-0.4	22	-10	1.6	-1.8
31	CCCCS(=O)CC(COc1ccc(Cl)cc1)OC(=O)c1ccccc1 (centres undefined)	6	-1.6	7	85	-1.1	8	3	1	-1.4
32	COc1ccc(-c2noc(CCC(=O)Nc3cccc(C)c3)n2)cc1	-3	-0.5	5	118	-0.4	12	10	-0.16	0.056
33	CC(C)(C)OC(=O)N1CCN(c2ccc(NC(=O)Cn3nnc(-c4ccccc4)n3)cc2)CC1	14	-0.2	·	79	·	1	·	0.45	-0.0007
34	O=C(c1ccco1)N1CCN(C(=O)C2CCCO2)CC1 (centres undefined)	1	-0.2	-6	107	-0.2	-3	-14	-0.76	-0.55
35	CC(C)NC(=O)CCCc1cn(C)c2ccccc12	-2	0.1	-1	125	0.7	11	-4	-0.13	-0.22
36	CCOc1cc(C)c(C(C)C)cc1S(=O)(=O)N1CC(C)OC(C)C1 (centres undefined)	-1	1.2	-6	86	-0.8	3	-22	-0.19	-0.15
37	Nc1nc(N2CCN(C/C=C/c3ccccc3)CC2)nc2ccccc12	-5	0.2	2	94	-0.1	14	-6	-1.2	-1.8
38	COc1cccc(-c2nc(CC(=O)O)cs2)c1OC	-1	0.6	0	107	0.5	10	-3	-0.28	0.029
39	O=C(O)C1CCCCN1S(=O)(=O)c1ccc(Cl)s1 (centres undefined)	9	0.5	3	70	-0.9	17	6	1.4	-0.016
40	Fc1cccc(NCc2cn3ccccc3n2)c1	-4	0.0	2	92	0.1	-54	-4	0.86	-0.11
41	CC1(C)CC(=O)C=C(Nc2ccccc2NC(=O)c2cnccn2)C1	-4	-1.3	·	167	·	10	·	21*	-1.8*
42	O=C(CCN1C(=O)c2ccccc2C1=O)N1CCN(Cc2ccc(Cl)cc2Cl)CC1	-2	0.0	-5	109	-0.7	12	-18	2.7	-0.11
43	O=C(Cn1nnc(-c2ccccc2)n1)N1CCN(S(=O)(=O)c2ccc(Cl)cc2)CC1	-4	0.8	0	101	-0.2	1	15	-0.024	0.56
44	COC(=O)c1ccc(Cn2nnc3ccccc3c2=O)o1	3	0.6	6	105	-0.9	20	-29	-0.47	-1.5
45	Cc1cc2ncn(S(=O)(=O)N3CCOCC3)c2cc1C	-14	-0.8	1	107	0.2	10	-42	0.1	0.23

# Assay outcomes (PubChem)
